Screening data (PubChem)
MrgX1 allo act = human MrgX1 positive allosteric modulation, primary screen; AID 588675; MrgX1-HEK293, Fluo-4 calcium flux, FDSS; hits give high values; 310,000 tested, 0.63% active; B-score at 10 µM; Q96LB2;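 active = plate-corrected calcium response at least 3 library SD above typical, normal starting fluorescence, not activating the receptor alone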;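 also: compound read alongside a low EC10 to EC30 dose of BAM8-22 agonist; peak minus trough fluorescence over baseline measured at the second addition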
TMEM16A inh = mouse TMEM16A channel inhibition, primary screen. AID 588511. normalized B-score (activity score, 25-100; higher = stronger inhibition) at 10 µM. 310,000 tested, 1.2% active. HEK293 TMEM16A/YFP iodide influx fluorescence, ionomycin. Q8BHY3;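 active = ratio plate-corrected score three or more library SD toward inhibition, starting fluorescence score within five deviations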;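 also: score derived from kinetic fluorescence span divided by baseline fluorescence per well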
MrgX1 agonist = agonists of human MrgX1 receptor. 310,000 tested, 0.44% active. B-score at 10 µM. MrgX1-HEK293 cells, Fluo-4 calcium fluorescence, agonist mode; hits give high values;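 active = calcium response B-score plate-corrected fluorescence ratio at least 3 library SD, with starting fluorescence B-score inside 5 SD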
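times = overnight plating, then 30 min 37 °C plus 30 min room-temperature dye loading | assay system = stable human MrgX1 HEK293 cell line | input = fifteen thousand cells per well | signal = kinetic calcium dye fluorescence, Fluo-4 NW | dosing = compound delivered in addition one of three | read-out = B-scored fluorescence response ratio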
ANO1 activ = activates or potentiates the mouse TMEM16A chloride channel. Q8BHY3. HEK293 TMEM16A/YFP-H148Q/I152L, iodide quench fluorescence; hits give low values. B-score at 10 µM. 340,000 tested, 0.3% active. AID 623877;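 active = fluorescence-ratio B-score plate-corrected deviation score at least 3 library SD below zero, with starting fluorescence score within 5 deviations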;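 also: channel opened by trigger with iodide after compound preincubation; score built on the fluorescence ratio of max minus min over baseline; more negative score means more quench and so TMEM16A activation or potentiation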
TRPC4 block = blocks the mouse TRPC4 cation channel. 300,000 tested, 0.39% active. HEK293 TRPC4beta/mu-opioid, DAMGO-evoked Fluo4 calcium flux; hits give low values. Q9QUQ5. B-score at 10 µM;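 active = B-score over 3 SD under the library average, no early fluorescence shift, positive overall ratio signal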
Target sequence (Q9QUQ5 whole entry, looked up): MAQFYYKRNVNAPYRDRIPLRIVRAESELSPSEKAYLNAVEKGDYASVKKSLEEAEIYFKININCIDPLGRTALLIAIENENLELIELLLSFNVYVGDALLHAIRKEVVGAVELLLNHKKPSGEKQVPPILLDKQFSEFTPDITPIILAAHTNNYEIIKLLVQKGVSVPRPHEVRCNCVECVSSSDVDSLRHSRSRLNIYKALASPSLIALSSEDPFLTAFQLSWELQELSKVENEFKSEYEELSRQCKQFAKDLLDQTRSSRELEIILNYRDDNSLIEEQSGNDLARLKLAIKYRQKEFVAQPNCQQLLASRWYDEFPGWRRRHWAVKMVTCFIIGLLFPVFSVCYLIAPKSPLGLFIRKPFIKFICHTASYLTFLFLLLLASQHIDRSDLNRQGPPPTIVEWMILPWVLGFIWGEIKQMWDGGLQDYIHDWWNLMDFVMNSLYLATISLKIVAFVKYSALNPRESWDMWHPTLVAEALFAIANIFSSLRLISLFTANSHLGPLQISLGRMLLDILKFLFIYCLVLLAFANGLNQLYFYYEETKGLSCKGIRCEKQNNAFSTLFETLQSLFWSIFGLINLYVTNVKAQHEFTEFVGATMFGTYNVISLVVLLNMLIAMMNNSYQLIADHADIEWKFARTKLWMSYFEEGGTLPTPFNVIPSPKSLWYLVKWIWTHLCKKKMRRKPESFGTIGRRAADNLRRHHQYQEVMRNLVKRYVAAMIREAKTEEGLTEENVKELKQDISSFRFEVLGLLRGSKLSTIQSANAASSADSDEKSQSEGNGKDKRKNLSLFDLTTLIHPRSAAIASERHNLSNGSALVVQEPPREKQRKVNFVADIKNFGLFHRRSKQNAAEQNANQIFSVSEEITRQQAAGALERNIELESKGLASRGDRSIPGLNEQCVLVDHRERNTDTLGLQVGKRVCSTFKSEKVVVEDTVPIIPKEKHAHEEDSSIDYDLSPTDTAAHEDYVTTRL
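Test system – stable TRPC4beta/mu-opioid receptor HEK293 cells · Probe or stimulus – DAMGO, a submaximal dose followed by a maximal one · Dosing – one concentration per compound · Signal – Fluo4 calcium fluorescence by kinetic imaging, 5 s 1 Hz baseline · Evaluation – per-well B score of integrated baseline-normalized Fluo4 ratio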
TRPC4 potent = allosteric potentiators of mouse TRPC4 channel | Q9QUQ5 | HEK293 TRPC4beta/mu-opioid, DAMGO EC20, Fluo-4 Ca2+ flux; hits give high values | B-score at 10 µM | 310,000 tested, 0.42% active | AID 2227;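 active = B-score of calcium response area above 5 SD of library B-scores, with initial fluorescence ratio within 5 SD of library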;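 also: B-score of integrated fluorescence ratio over time as area under calcium response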
TRPC6 inh = blocks the mouse TRPC6 cation channel | B-score at 10 µM | 310,000 tested, 1.1% active | HEK293-TRPC6, membrane potential dye, ACh-evoked depolarization; hits give low values | Q61143 | AID 2553;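 active = B-score under library mean minus 3 SD, initial fluorescence not abnormally high, positive integrated signal ratio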;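 also: B-score derived from integrated fluorescence ratio over the kinetic read; more negative B-score means stronger inhibition of depolarization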
TRPC4 act = TRPC4 (mouse) channel activation. Q9QUQ5. HEK293 TRPC4beta/mu-opioid, Fluo4 calcium fluorescence; hits give high values. B-score at 10 µM. 310,000 tested, 0.49% active;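 active = B-score above 5 SD of library B-scores, and initial fluorescence ratio not above library mean plus 5 SD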;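 also: positive B-score marks a calcium rise read as TRPC4 activation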
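Assay system: HEK293 stable line with TRPC4beta plus mu-opioid receptor; schedule: 45 min room-temperature Fluo4 loading, 110 s read; technique: kinetic Fluo4 calcium fluorescence; evaluation: integrated baseline-normalised fluorescence ratio, converted to per-well B score; controls: buffer (low) and maximal DAMGO (high)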
SKKanGAS inh = inhibitors of SKKanGAS S. pyogenes growth in kanamycin (SK-promoter or general growth effect); 300,000 tested, 1.3% active; BacTiter-Glo, 6 h; inhibition, % at 7.5 µM; AID 1662;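 active = mean replicate score, as percent of positive control median, at least 50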;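 also: strain carries kanamycin resistance gene driven by streptokinase promoter and grows in 40 µg/ml kanamycin; loss of luminescence reflects streptokinase promoter inhibition or plain growth inhibition; 0% = median of DMSO wells and 100% = positive control at its reference dose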
TRPC6 activator = activators of mouse TRPC6 channel; HEK293-TRPC6 membrane potential dye fluorescence; hits give high values; B-score at 10 µM; 310,000 tested, 0.13% active; Q61143; AID 2550;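 active = B-score of the integrated fluorescence ratio above library mean plus 3 SD, and starting fluorescence ratio within library mean plus 5 SD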;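 also: higher score means more depolarization so channel activation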
MrgX1 antag = antagonists of human MrgX1 receptor; Q96LB2; MRGX1-HEK293 calcium flux, Fluo-4, BAM8-22 antagonism; hits give low values; B-score at 10 µM; 310,000 tested, 1.3% active;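 active = calcium-response B-score plate-corrected more than 3 library SD below zero, starting fluorescence within 5 deviations, no agonist response on first addition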;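 also: peak minus trough fluorescence over baseline after final BAM8-22 challenge near maximal dose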
Starred values were filed as active, the others as inactive; i = inactive; x = no result given.

Below each compound: MrgX1 allo act, TMEM16A inh, MrgX1 agonist, ANO1 activ, TRPC4 block, TRPC4 potent, TRPC6 inh, TRPC4 act, SKKanGAS inh, TRPC6 activator, MrgX1 antag
- C#C[C@]1(O)CCC2C3CCC4=CC(=O)CC[C@@H]4C3CC[C@@]21C (some centres not stated)
 : i, i, i, i, i, i, i, i, -4, i, i
- Cc1cccc(C(=O)NCC(=O)NCC(c2ccco2)N2CCCCC2)c1 (configuration not stated)
 : i, i, i, i, i, i, i, i, -2, i, i
- COc1cc(C(C)=O)ccc1OC(=O)CN1C(=O)c2ccccc2C1=O
 : i, i, i, i, i, i, i, i, 1, i, i
- O=C(CCN1C(=O)S/C(=C\c2ccccc2)C1=O)NCCCn1ccnc1
 : i, i, i, i, i, i, i, i, -2, i, i
- Nn1c(SCc2ccc(Br)cc2)nnc1-c1ccccn1
 : i, i, i, i, i, i, i, i, -11, i, i
- Cc1nnc(SCC(=O)NCc2ccco2)[nH]c1=O
 : i, i, i, i, i, i, i, i, -5, i, i
- Cn1cc(/C=C(\NC(=O)c2ccccc2Cl)C(=O)NCCCN2CCOCC2)c2ccccc21
 : i, i, i, i, i, i, i, i, -4, i, i
- Cc1cc2nc(N3C(=O)CNC3=S)sc2cc1C
 : i, i, i, i, i, i, i, i, 85*, i, i
- O=C(CN1CCN(c2ccccc2)CC1)c1ccc2cc[nH]c2c1
 : i, i, i, i, i, i, i, i, 1, i, i
- CN1CCN(C(=O)C2CC(c3ccc(F)cc3)=NO2)CC1 (configuration not stated)
 : i, i, i, i, i, i, i, i, 7, i, i
- Cc1nn(C)c(C)c1S(=O)(=O)N(CC(=O)NCCCN1CC(C)CC(C)C1)c1ccc(C(C)C)cc1 (configuration not stated)
 : i, i, i, i, i, i, i, i, 0, i, i
- Cc1c(C(=O)N(C)c2ccccc2)oc2c1C(O)CC(C)(C)C2 (configuration not stated)
 : i, i, i, i, i, i, i, i, -3, i, i
- Cc1ccc(NC(NC(=O)c2ccccc2[N+](=O)[O-])C(Cl)(Cl)Cl)cc1 (configuration not stated)
 : i, i, i, i, i, i, i, i, 0, i, i
- CN(C)c1ccc(/C=C(\C#N)C(=O)NCc2ccco2)cc1
 : i, i, i, x, i, i, i, i, 2, i, i
- CCOC(=O)C1=NOC(CNC(=O)C2=NOC(CNC(=O)c3c(-c4ccccc4Cl)noc3C)C2)C1 (configuration not stated)
 : i, i, i, i, i, i, i, i, 2, i, i
- CC(OC(=O)c1ncc(Cl)c(Cl)c1Cl)C(=O)NC1(C#N)CCCCC1 (configuration not stated)
 : i, i, i, i, i, i, i, i, 1, i, i
- Cc1ccc(C)c(NC(=O)C2CCCN(S(=O)(=O)c3cccnc3)C2)c1 (configuration not stated)
 : i, i, i, i, i, i, i, i, 0, i, i
- CC(C)(C)NC(=S)NNC(=O)[C@H]1C[C@@H]1c1ccccc1
 : i, i, i, i, i, i, i, i, 0, i, i
- Cc1cc(C)n2nc(C(=O)N/N=C/c3cccs3)nc2n1
 : i, i, i, i, i, i, i, i, -3, i, i
- COCCn1c(C)cc(C2=NNC(=NC(C)(C)C)SC2)c1C
 : i, i, i, i, i, i, i, i, -10, i, i
- O=C(NCc1ccc(Cl)cc1)c1csc(-c2cccnc2)n1
 : i, i, i, i, i, i, i, i, -5, i, i
- Cc1ccc(NC(=O)C2CCCN(S(=O)(=O)c3cnc[nH]3)C2)cc1C (configuration not stated)
 : i, i, i, i, i, i, i, i, 0, i, i
- CCCc1nc(SCC(=O)Nc2cc(C)on2)c2c(=O)n(C)c(=O)n(C)c2n1
 : i, i, i, i, i, i, i, i, -3, i, i
- Cc1ccc(C(=O)N[C@H](C(=O)Nc2sccc2C(N)=O)C(C)C)cc1
 : i, i, i, i, i, i, i, i, -1, i, i
- CSc1cccc(CN2CCN(Cc3ccccc3)C(CCO)C2)c1 (configuration not stated)
 : i, i, i, i, i, i, i, i, 4, i, -5.2*
- CC(CC(=O)NCCc1ccc(Cl)cc1)S(=O)(=O)c1ccc2c(c1)NC(=O)CO2 (configuration not stated)
 : i, i, i, i, i, i, i, i, 4, i, i
- CSCCC(C(=O)O)N1C(=O)c2ccc(C(=O)O)cc2C1=O (configuration not stated)
 : i, i, i, i, i, i, i, i, 5, i, i
- COc1cccc(CNC(=O)CSc2nnc3c(n2)[nH]c2ccc(F)cc23)c1
 : i, i, i, i, i, i, i, i, -5, i, i
- COc1ccc(/C=C2/C(=O)OCc3cc(OC)c(OC)cc32)c(OC)c1
 : i, i, i, i, i, i, i, i, 14, i, i
- CC(C)n1nc(C(=O)OCC(=O)c2c[nH]c3ccccc23)c2ccccc2c1=O
 : i, i, i, i, i, i, i, i, 10, i, i
- COc1ccc(NC(=O)CN(C)S(=O)(=O)c2cnc[nH]2)cc1Cl
 : i, i, i, i, i, i, i, i, 0, i, i
- CC(=O)Oc1ccc2c(=O)oc(-c3ccccc3C)nc2c1
 : i, i, i, i, i, i, i, i, 3, i, i
- COc1ccc(CCN2C(=O)C(C)=C(C)C2=O)cc1OC
 : i, i, i, i, i, i, i, i, -3, i, i
- COc1ccc(NC(=O)NCc2ccc(Cl)cc2)cc1
 : i, i, i, i, i, i, i, i, x, i, i
- CN(CC(=O)Nc1ccccc1C(F)(F)F)C(=O)c1ccc(N2C(=O)CCC2=O)cc1
 : i, i, i, i, i, i, i, i, -6, i, i
- O=C(COc1cccc2cccnc12)N/N=C/c1cccn1-c1ccc(F)cc1
 : i, i, i, i, i, i, i, i, 6, i, i
- O=C1C(=O)c2ccccc2C(O)=C1c1ccccc1F
 : i, i, i, i, i, i, i, i, 10, i, i
- CCOC(=O)C(=NC1CCS(=O)(=O)C1)NNc1ccc(Br)cc1 (configuration not stated)
 : i, i, i, i, i, i, i, i, -3, i, i
- CCCC(C)NC(=O)C1CCN(C(=O)C2CC(=O)N(c3ccc(C)cc3)C2)CC1 (configuration not stated)
 : i, i, i, i, i, i, i, i, 2, i, i
- Cc1ccc(Nc2nnc(C3C(=O)N(C)C4(C)CC3c3cc(Br)ccc3O4)s2)cc1 (configuration not stated)
 : i, i, i, i, i, i, i, i, 36, i, i
- COc1ccc(C2/C(=C(\O)c3cc(C)ccc3C)C(=O)C(=O)N2CCN(C)C)cc1OC (configuration not stated)
 : i, i, i, i, i, i, i, i, 8, i, i
- CCOC(=O)CC(NC(=O)Cc1ccccc1)c1ccccc1Cl (configuration not stated)
 : i, i, i, i, i, i, i, i, -2, i, i
- COCCn1c(C)cc(C(=O)COC(=O)/C=C/c2c(C)nn(C3CCS(=O)(=O)C3)c2Cl)c1C (configuration not stated)
 : i, i, i, i, i, i, i, i, 0, i, i
- CN(C)CCNC(=O)c1ccccc1-c1ccccc1
 : i, i, i, i, i, i, i, i, 5, i, i
- COc1ccc(S(=O)(=O)NC(C)C(=O)NCC2CCCO2)cc1OC (configuration not stated)
 : i, i, i, i, i, i, i, i, -1, i, i
- Cc1c(C(Nc2ccccn2)c2ccc(Cl)cc2)c(=O)n(-c2ccccc2)n1C (configuration not stated)
 : i, i, i, i, i, i, i, i, -5, i, i
- COc1ccc(NS(=O)(=O)c2cccc(C(=O)NNC(=O)c3cncc(Br)c3)c2)cc1
 : i, i, i, i, i, i, i, i, 3, i, i
- CCN1CCN(C(=O)c2cn(CC)c3ccc(S(=O)(=O)N(C)C)cc3c2=O)CC1
 : i, i, i, i, i, i, i, i, -1, i, i
- Cc1ccc(Nc2nc(N)nc(CSC(=S)N3CCOCC3)n2)cc1
 : i, i, i, i, i, i, i, i, -4, i, i
- CCOc1ccc(N2C(=O)C3C(c4ccccc4F)NN(C(=O)c4ccc(C)cc4)C3C2=O)cc1 (configuration not stated)
 : i, i, i, i, i, i, i, i, 10, i, i
- CN1CCN(C(=O)NC2CCCN2S(=O)(=O)c2ccc(Cl)cc2)CC1 (configuration not stated)
 : i, i, i, i, i, i, i, i, 3, i, i
- S=c1[nH]nc(-c2cccs2)n1Cc1ccccc1
 : i, i, i, i, i, i, i, i, -7, i, i
- COc1ccc([N+](=O)[O-])cc1C(=O)Nc1ccc(OCC(=O)N2CCOCC2)cc1
 : i, i, i, i, i, i, i, i, -3, i, i
- CNS(=O)(=O)c1cc(OC)c(OC)cc1CC(=O)OC
 : i, i, i, i, i, i, i, i, -5, i, i
- CC(CNC(=O)c1cc(COc2ccc3ncccc3c2)on1)c1ccccc1 (configuration not stated)
 : i, i, i, i, i, i, i, i, 19, i, i
- O=C(CSc1nc2ccccc2c(=O)n1-c1ccc(F)cc1)Nc1ccc(C(=O)O)cc1
 : i, i, i, i, i, i, i, i, 9, i, i
- CCC(C)C(=O)Nc1nc2ccc(S(C)(=O)=O)cc2s1 (configuration not stated)
 : i, i, i, i, i, i, i, i, -12, i, i
- O=C(CCC(=O)Nc1ccccc1)NNC(=O)COc1ccccc1
 : i, i, i, i, i, i, i, i, 4, i, i
- CCCNC(=O)CN(Cc1ccccc1F)S(=O)(=O)c1ccc(C)cc1
 : i, i, i, i, i, i, i, i, -5, i, i
- O=C(Nc1ccc(F)cc1)c1ccc(C(=O)N2CCCC(O)C2)cc1 (configuration not stated)
 : i, i, i, i, x, x, x, x, 0, x, i
- CC(C)OCCCNC(=O)c1ccc(CN2CCc3ccccc3C2)cc1
 : i, i, i, i, i, i, i, i, 12, i, i
- Cc1cccc(-c2n[nH]c(=S)n2C)c1
 : i, i, i, i, i, i, i, i, -5, i, i
- Cc1ccccc1/C=C/c1nc2ccccc2c(=O)[nH]1
 : i, i, i, i, i, i, i, i, -3, i, i
